PglD DTNB = C. jejuni PglD acetyltransferase inhibitors, primary screen, biochemical, DTNB colorimetric, single point. purified PglD enzyme, DTNB colorimetric CoA detection. inhibition, % at 12.5 µM. 360,000 compounds, 0.098% hits; in the data active means inhibition above about 16%, passing the limit was not always enough; further: strong numbers were not always called active
PGC1a acetyl inh = inhibitors of PGC1a acetylation signal, primary screen, cell-based, U2OS, AlphaScreen, inhibitor mode; AlphaScreen anti-acetyl-lysine; with virally co-expressed GCN5 acetyltransferase; inhibition, % at 15.6 µM; 350,000 compounds, 0.17% hits; AID 651687, 2012;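 active means every replicate shows inhibition of at least 40%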;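 further: 0% = neutral control wells and 100% = positive control wells; some results beyond the cut were filed as inactive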
LGR2 inh = inhibitors of bursicon-induced LGR2 CRE-luciferase signal, primary screen, cell-based, HEK293, CRE-luciferase reporter, bursicon stimulation; Drosophila bursicon receptor LGR2 (rickets); bursicon-stimulated, 4 h; inhibition, % at 9.99 µM; 380,000 compounds, 0.35% hits;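 active means drop in luminescence signal, shown as inhibition above about 50% in the replicate tests, limit read from the data, passing the limit was not always enough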;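 further: agonist challenge used bursicon conditioned medium at about half maximal strength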
S100A4 MyoIIA = inhibitors of S100A4-myosin IIA peptide binding, primary screen, biochemical, fluorescence polarization, TAMRA-MyoIIA peptide; inhibition, % at 10.7 µM; 360,000 compounds, 0.14% hits; Protein S100-A4 (Homo sapiens), P26447;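 active means mean inhibition of at least 70% across replicates, with every replicate also reaching that level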
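Test system – S100A4 monomer (human) · Compound – single-point compound testing · Schedule – 5 min incubation before reading · Probe or stimulus – TAMRA-labelled myosin IIA heavy-chain peptide probe, 5 nM · Benchmarks – neutral control DMSO, positive control TFP · Medium – Calcium-containing HEPES buffer, pH 7.2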
FN deposit inh = inhibitors of fibronectin matrix deposition, primary screen, AH1F cells, Alexa488-fibronectin fluorescence, plate reader. AID 743247, 2014. inhibition, % at 12.6 µM. 350,000 compounds, 0.086% hits. AH1F fibroblasts, overnight;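 active means mean inhibition across replicates of 30% or more, regardless of how many single replicates reach that level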;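 further: positive control wells lacked labelled fibronectin entirely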
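Assay system: AH1F fibroblast monolayer, labelled fibronectin deposition. Amount: 10000 cells per well. Also added: labelled fibronectin 24 nM. Compound: single-point pinned compound. Incubation: cell attachment 1 h, compound and FN exposure overnight. Detection: fluorescence after three HBSS washes, excitation 485 nm, emission 525 nm. Read-out: inhibition of fibronectin deposition signal.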
EWS-Fli inh = EWS/Fli-driven NR0B1 reporter inhibitors, primary screen, A673 cells, NR0B1 luciferase, luminescence, MLPCN library | viability-normalised | inhibition, % at 12.6 µM | 350,000 compounds, 0.67% hits;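 active means mean inhibition of at least 50% after viability correction, with every replicate also passing that limit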;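 further: firefly luciferase signal divided by Alamar Blue viability fluorescence both relative to DMSO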
ERAP1 inh = human ERAP1 aminopeptidase inhibitors, primary screen, biochemical, single point, plate reader; recombinant ERAP1, Leu-AMC fluorescence, 60 min; inhibition, % at 10.7 µM; 340,000 compounds, 0.15% hits; AID 652197, 2013;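 active means mean replicate inhibition of at least 30%, or all replicates individually reaching that 30% level; inactive means mean below 30% and not every replicate reaching it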;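 further: 0% = neutral control wells and 100% = L-leucinethiol positive control wells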
Target sequence (Q9NZ08 whole entry, looked up): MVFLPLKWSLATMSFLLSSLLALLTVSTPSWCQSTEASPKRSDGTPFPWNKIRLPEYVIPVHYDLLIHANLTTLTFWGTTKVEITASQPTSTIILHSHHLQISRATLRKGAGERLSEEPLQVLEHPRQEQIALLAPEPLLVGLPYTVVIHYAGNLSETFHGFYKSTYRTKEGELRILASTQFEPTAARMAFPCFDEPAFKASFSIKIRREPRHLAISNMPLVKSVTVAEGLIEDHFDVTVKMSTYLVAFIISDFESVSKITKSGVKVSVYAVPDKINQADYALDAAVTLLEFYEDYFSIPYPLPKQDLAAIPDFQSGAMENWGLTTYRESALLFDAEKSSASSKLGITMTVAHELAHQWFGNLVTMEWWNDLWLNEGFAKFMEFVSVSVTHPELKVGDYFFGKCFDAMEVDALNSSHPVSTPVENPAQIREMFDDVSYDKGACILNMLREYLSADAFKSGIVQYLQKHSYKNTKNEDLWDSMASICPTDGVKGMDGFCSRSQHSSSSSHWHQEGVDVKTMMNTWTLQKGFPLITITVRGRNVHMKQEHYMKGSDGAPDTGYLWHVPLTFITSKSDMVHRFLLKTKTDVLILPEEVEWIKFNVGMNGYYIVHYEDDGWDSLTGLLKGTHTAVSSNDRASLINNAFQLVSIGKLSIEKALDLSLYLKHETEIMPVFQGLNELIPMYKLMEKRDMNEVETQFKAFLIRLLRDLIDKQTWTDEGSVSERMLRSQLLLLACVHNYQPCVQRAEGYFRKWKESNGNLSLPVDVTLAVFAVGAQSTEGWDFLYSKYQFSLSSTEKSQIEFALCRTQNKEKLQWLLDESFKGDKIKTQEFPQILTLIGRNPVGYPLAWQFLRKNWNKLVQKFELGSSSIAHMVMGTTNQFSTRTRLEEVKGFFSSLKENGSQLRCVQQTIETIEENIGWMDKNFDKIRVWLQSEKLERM
PAX8 inh HTS = inhibitors of PAX8-driven TPO luciferase reporter, primary screen, RMG-I cells, single concentration | AID 652154, 2013 | 360,000 compounds, 1.2% hits | inhibition, % at 12.6 µM | SteadyGlo, 24 h;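 active means mean replicate inhibition at least 60% with every replicate also reaching 60%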;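 further: luciferase light reporting Pax8 driven TPO promoter activity; plate controls were median of neutral control wells for no effect and mitoxantrone controls for full effect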
Starred values were filed as active, the others as inactive; . = not tested or not shown; & = joins results of further samples. Rows were taken by chance; overall some 2.1% were active at least once.

Second line of a record – PglD DTNB	PGC1a acetyl inh	LGR2 inh	S100A4 MyoIIA	FN deposit inh	EWS-Fli inh	ERAP1 inh	PAX8 inh HTS
CCCN(CCC)C(=O)C1CCCN1S(=O)(=O)c1cccc2nsnc12 (stereo unspecified)
    -5	1	7	3	-7	1	.	-9
CCOC(=O)N1CCN(C(=O)Cn2nc(C)n3nc(-c4ccc(CC)cc4)cc3c2=O)CC1
    9	4	-1	-11	13	.	0	2
O=C(C[C@@H]1C[C@H]2c3cc(NC(=O)Nc4ccccc4)ccc3O[C@H]2[C@H](CO)O1)NCc1ccccc1
    1	-14	-1	54	8	2	-5	-6
O=C(Nc1nnc(-c2cccs2)o1)c1ccco1
    2	1	13	-4	7	-11	.	-7
Cc1cccc(N=C(NO)c2nonc2N)c1
    3	1	-9	-22	1	6	-2	-3
O=C(Nc1ccc(F)cc1F)N1CCCN(CCOc2ccccc2)CC1
    -8	4	14	2	-5	2	-2	-1
Cc1c(C(=O)N(CCC#N)c2ccccc2)sc2nc3n(c(=O)c12)CCCC3
    -5	.	0	-9	2	4	1	-5
CCC(C)c1ccc(S(=O)(=O)N2CCN(C(C)C(=O)NC3CCCC3)CC2)cc1 (stereo unspecified)
    -1	-10	2	0	0	9	3	3
Cc1noc(C)c1NC(=O)Nc1ccc2c(c1)CC(=O)N([C@H](C)CO)C[C@@H](C)[C@H](CN(C)Cc1ccc(-c3ccccc3)cc1)O2
    .	8	-5	1	.	-4	1	.
COc1cccc(COC(=O)c2ccc(S(=O)(=O)N3CCC(C)CC3)cc2)c1OC
    -5	8	1	4	4	2	-2	-2
C[C@H](CO)N1C[C@H](C)[C@H](CN(C)Cc2ccc(Oc3ccccc3)cc2)Oc2ccc(NS(=O)(=O)c3ccccc3)cc2CC1=O
    -1	1	-1	-5	.	-3	0	-45
O=C(CN1CCOCC1)N1CCCCN2[C@H](C1)[C@@H](c1ccc(/C=C/c3ccccc3)cc1)[C@@H]2CO
    -3	5	9	-7	.	-4	5	-7
CNC(=S)N/N=C/c1c(C)nn(-c2cccc(Cl)c2)c1Cl
    1	-4	-6	0	.	-10	0	-8
Cc1noc(/C=C/N(C)C)c1S(=O)(=O)N1CCC(C(=O)O)CC1
    -8	.	10	1	-1	2	1	1
CN(Cc1ccccc1)C(=O)COC(=O)c1ccc(=O)n(Cc2ccccc2)n1
    5	-6	-12	4	0	1	6	-7
O=S(=O)(NCCc1ccccc1)c1cnc(Cl)c(Br)c1
    8	.	8	7	-1	.	0	4
Cc1ccc(S(=O)(=O)NNC(=O)C(O)(c2ccccc2C)c2ccccc2C)cc1
    6	8	12	5	3	-1	-2	16
COc1ccc(C#Cc2ccc([C@H]3[C@@H](CO)N4CCCCN(Cc5ccccc5F)C[C@H]34)cc2)cc1
    0	-21	-31	-15	-2	9	-2	-69
CNC(=O)c1ccc(NC(=O)CCc2c(C)noc2C)cc1
    0	3	0	-5	2	-2	0	-1
C[C@H](CO)N1C[C@H](C)[C@H](CN(C)Cc2ccc(C(=O)O)cc2)Oc2c(NC(=O)c3ccncc3)cccc2C1=O
    11	7	16	-2	.	10	2	-9

Complete entries, quoted from the list:
Cc1noc(C)c1NC(=O)Nc1ccc2c(c1)CC(=O)N([C@H](C)CO)C[C@@H](C)[C@H](CN(C)Cc1ccc(-c3ccccc3)cc1)O2 as listed: PglD DTNB: .; PGC1a acetyl inh: 8; LGR2 inh: -5; S100A4 MyoIIA: 1; FN deposit inh: .; EWS-Fli inh: -4; ERAP1 inh: 1; PAX8 inh HTS: .
CNC(=O)c1ccc(NC(=O)CCc2c(C)noc2C)cc1 as listed: PglD DTNB: 0; PGC1a acetyl inh: 3; LGR2 inh: 0; S100A4 MyoIIA: -5; FN deposit inh: 2; EWS-Fli inh: -2; ERAP1 inh: 0; PAX8 inh HTS: -1
O=C(Nc1nnc(-c2cccs2)o1)c1ccco1 as listed: PglD DTNB: 2; PGC1a acetyl inh: 1; LGR2 inh: 13; S100A4 MyoIIA: -4; FN deposit inh: 7; EWS-Fli inh: -11; ERAP1 inh: .; PAX8 inh HTS: -7

Next section:
Second line of a record – PglD DTNB	PGC1a acetyl inh	LGR2 inh	S100A4 MyoIIA	FN deposit inh	EWS-Fli inh	ERAP1 inh	PAX8 inh HTS
Cc1ccc(NCc2nc3ccccc3n2CCOc2ccccc2)cc1
    -6	.	-21	13	-3	-79	9	-114
COc1cccc(C(=O)NN=C2CCCC2)c1
    -3	.	3	4	.	.	1	-6
O=C1CN(c2nc(-c3cccs3)nc3sc4c(c23)CCCC4)CCN1
    .	-13	-82	1	8	-13	2	14
COc1ccc(CN(C)C[C@H]2Oc3ccc(NS(C)(=O)=O)cc3CC(=O)N([C@H](C)CO)C[C@H]2C)cc1
    1	-10	-10	-5	.	0	11	-3
CC(C)CC#Cc1ccc([C@H]2[C@H](CO)N3CCCCN(C(=O)NC4CCCC4)C[C@@H]23)cc1
    -2	-9	-10	4	.	12	2	2
Cc1nc2nc(CC(=O)O)[nH]n2c(=O)c1[N+](=O)[O-]
    .	3	17	4	1	-8	.	12
CCC(=O)N1C[C@H](C)[C@H](OC)CN(C)C(=O)c2cc(NS(C)(=O)=O)ccc2OC[C@H]1C
    -2	1	2	2	12	1	3	.
CCc1ccccc1S(=O)(=O)Cc1ccc(C(=O)NCc2ccc3c(c2)OCO3)o1
    6	3	6	-3	11	1	-5	-4
O=C(C[C@H]1CC[C@@H]2[C@H](COC[C@H](O)CN2Cc2cccc(C(F)(F)F)c2)O1)NCCc1ccccc1
    4	2	9&-4	-4&0	3&6	2&4	2	-12&0
O=C(Cc1c[nH]c2ccccc12)N1CCN(S(=O)(=O)c2ccc(F)cc2)CC1
    1	7	15	-14	-4	13	1	15
CC(=O)c1cccc(NC(=O)CSc2nc(=O)n(Cc3ccccn3)c3c2CCC3)c1
    -1	.	-9	1	-3	5	-2	.
CCC(C)(C)C1CCC(NC(=O)N2CCN(c3ccccc3O)CC2)CC1 (stereo unspecified)
    -3	-4	-4	1	-3	-14	-4	20
COC(=O)C[C@@H]1CC[C@H]2[C@@H](COc3ccc(NC(=O)Nc4cccc(Cl)c4)cc3C(=O)N2C)O1
    1	0	-5	3	-4	45	1	39
O=C(CSc1nncs1)Nc1ccc(Cl)cc1C(F)(F)F
    -8	.	0	-2	6	-2	-1	-1
CN(C(=O)C1CCC(=O)N(CCCN2CCCC2=O)C1)C(C1CC1)C1CC1 (stereo unspecified)
    0	-2	5	0	0	-10	-1	-8
COCCN(C(=O)CCSc1ccc(F)cc1)c1c(N)n(Cc2ccccc2)c(=O)[nH]c1=O
    5	1	-10	1	-8	-1	1	3
COc1ccc(OCC(=O)Nc2ccc(NC(=O)c3ccccc3Cl)c(OC)c2)cc1
    0	4	11	2	.	0	-2	-18
Cc1ccc(NC(=O)c2c(Cl)nc3ccccn23)cc1
    .	.	-76	5	-5	-46	-4	-75
Cc1ccc(CCC(=O)Nc2ncc(Cc3cccc(Cl)c3Cl)s2)o1
    0	1	.	-5	-6	41	2	27
CN(Cc1ccccc1)c1ccc(N2C(=O)CCC2=O)cc1[N+](=O)[O-]
    -3	-1	8	0	0	7	-4	5
COC(=O)C[C@@H]1CC[C@H]2[C@H](COc3ccc(NC(=O)Nc4ccc(C#N)cc4)cc3C(=O)N2C)O1
    2	8	18	-3	-13	87*	-1	-2
c1ccc(COc2ncnc3c2ncn3CCCNCc2ccccn2)cc1
    0	-19	-17	4	8	-8	.	-5
CCC(C(=O)OCC(=O)Nc1ccc(C(=O)Nc2ccc(OC)cc2)cc1)c1ccccc1 (stereo unspecified)
    .	.	-1	-1	3	-15	-1	-9
CCOc1cc(/C=N/Nc2nc(C)cc(=O)[nH]2)ccc1O
    6	2	6	-3	-1	6	1	-2
OCCC1CN(Cc2cccc3c2OCO3)CCN1C1CCCC1 (stereo unspecified)
    .	.	9	2	-8	4	-4	-6
O=C(CNC(=O)c1ccc(Cl)cc1Cl)OCc1ccccc1
    3	.	5	-6	4	-6	-7	-11
CCCc1cc(C(=O)Nc2ccc(C(C)=O)cc2)no1
    0	.	-44	1	5	-20	-1	-53
O=C(N[C@@H]1CC[C@H](CCNC(=O)C2CCCC2)O[C@@H]1CO)c1ccccn1
    -2	-2	-2	-4	3	-3	0	-14
O=C(Nc1cccc(Cl)c1)c1cc(-c2ccco2)on1
    -1	.	-79	2	-10	-4	-4	12
COCCN(Cc1cc2cc(C)ccc2nc1Cl)C(=O)Nc1ccccc1C
    -2	6	1	-1	.	.	0	.
O=C(COc1coc(CN2CCc3ccccc32)cc1=O)Nc1ccccc1
    .	.	10	-4	9	5	0	.
C[C@H](NC(=O)c1ccco1)C(=O)Nc1cccc([N+](=O)[O-])c1
    .	6	9	1	3	-6	-1	100*
CC1(C)C[C@H]2C3=CCC4[C@@]5(C)CC[C@H](O[C@@H]6O[C@H](C(=O)O)[C@@H](O)[C@H](O)[C@H]6O)[C@@](C)(CO)C5CC[C@@]4(C)[C@]3(C)C[C@H](O)[C@@]2(CO)[C@@H](O)[C@@H]1O (stereo partly specified)
    -1	.	-5	-5	10	-5	.	-15
CC(C)CC(=O)c1c(O)c(C=O)c(O)c2c1O[C@@]1(C)[C@@H](C2)C[C@H]2C[C@@H]1C2(C)C
    -1	2	-9	-21	-4	-13	-4	4
C[C@H](CO)N1C[C@H](C)[C@H](CN(C)CC2CC2)Oc2ccc(NC(=O)Cn3cnnn3)cc2CC1=O
    -6	-4	-2	-4	.	-5	0	.
CC(=O)c1cccc(NC(=O)CN(C)S(=O)(=O)c2ccc3c(c2)CC(C)N3C(C)=O)c1 (stereo unspecified)
    3	-12	-17	0	-4	.	3	1
CCC(C)NC(=O)CN1C(=O)CC(C)(C)S(=O)(=O)c2ccccc21 (stereo unspecified)
    -1	7	3	-1	-4	-1	-1	3
